PPARg SRC-1 ag: agonists of human PPARgamma SRC-1 coactivator recruitment | AID 631 | activation, % at 8 µM | P37231 | actives 0.41% (n = 200,000) | PPARgamma-SRC-1 coactivator recruitment biochemical assay; in the data active = activation above about 19%;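 note: 0% = DMSO and 100% = reference agonist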
bIAP activator: intestinal alkaline phosphatase (bovine) activation | purified bovine IAP, CDP-star luminescence, 30 min; active compounds read high; fold of DMSO-control signal, blank-subtracted | actives 0.17% (n = 200,000) | activation factor at 20 µM;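 active = activation factor of 2 or more at 20 µM, a signal rise over negative controls twice the positive control's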
bIAP inh: blocks bovine intestinal alkaline phosphatase activity; inhibition, % at 20 µM; 190,000 tested, under 10 active; purified bovine IAP, CDP-star luminescence, 30 min;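 active = over 50% inhibition of intestinal alkaline phosphatase at 20 µM in the single-dose screen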
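Incubation: 30 min reaction at room temperature / Material: purified bovine intestinal alkaline phosphatase (IAP) enzyme / Input: enzyme at 1/65,000,000 dilution / Dosing: 20 µM single dose / Signal: CDP-star luminescence signal / Reagent: CDP-star chemiluminescent phosphatase substrate, 30 µM final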
PPARg SRC2 recr: promotes SRC-2 coactivator recruitment by human PPARgamma; actives 0.34% (n = 200,000); PPARgamma LBD-SRC-2 recruitment, biochemical; activation, % at 8 µM; P37231; in the data active = activation above about 22%;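 note: 0% = vehicle and 100% = reference agonist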
STAT3 blocker: STAT3 signaling inhibition; actives 0.89% (n = 190,000); U3A cells, IL-6 STAT3-luciferase reporter, luminescence; host cell line lacks STAT1; inhibition, % at 5.5 µM;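 active = inhibition above the mean inhibition across all screened compounds plus 3 SD, cut at about 44% in these data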;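 note: 0% = DMSO only wells and 100% = 100 µM nifuroxazide control wells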
ROMK primary: modulators of human ROMK potassium channel. Tet-inducible ROMK, thallium flux fluorescence; actives lie on both sides. B-score at 10 µM. actives 2% (n = 130,000). AID 1918;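 active = signal ratio slope over the read window, or its plate-corrected B-score, at least 3 SD from the plate mean, either direction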;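 note: B-score of the F/F0 ratio slope over 7 to 12 s after thallium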
Target sequence (P48048 whole entry, looked up): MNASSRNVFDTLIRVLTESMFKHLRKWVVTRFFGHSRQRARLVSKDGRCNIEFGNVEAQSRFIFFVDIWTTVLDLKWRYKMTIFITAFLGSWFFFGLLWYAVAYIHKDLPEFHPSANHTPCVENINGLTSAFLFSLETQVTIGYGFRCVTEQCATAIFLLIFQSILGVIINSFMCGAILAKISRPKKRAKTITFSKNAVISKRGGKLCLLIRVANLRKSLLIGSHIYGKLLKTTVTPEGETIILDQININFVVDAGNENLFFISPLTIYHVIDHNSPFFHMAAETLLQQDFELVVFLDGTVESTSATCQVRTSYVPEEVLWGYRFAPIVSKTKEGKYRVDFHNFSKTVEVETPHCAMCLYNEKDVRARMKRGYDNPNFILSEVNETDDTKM
STAT1 blocker: STAT1 signaling inhibition; AID 920; NIH 3T3 STAT1-luciferase reporter, IFN-gamma, luminescence; actives 0.35% (n = 200,000); inhibition, % at 5.5 µM;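 active = inhibition above a set limit, the mean inhibition across all tested compounds plus 3 SD, cut at about 34% in these data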;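 note: 0% = IFN-gamma with DMSO and 100% = IFN-gamma with 300 µM nifuroxazide; values of inactives mirror those of a sister screen read the other way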
STAT3 act: increases IL-6 driven STAT3 reporter signal; U3A cells, IL-6 STAT3-luciferase reporter, luminescence; 100% = signal with IL-6 EC80 alone; activation (% of control), % at 5.6 µM; actives 0.91% (n = 190,000); AID 871;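 active = activation above the screen-wide mean of compound activation plus 3 SD, cut at about 130% in these data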;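 note: 0% = background luminescence of wells with medium and substrate only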
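Material: human U3A cells carrying STAT3-luciferase construct. Measured by: reporter luminescence signal. Timing: compound 1 h, then IL-6 6 h at 37 °C.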
PPARg SRC-3 ag: PPARgamma-driven SRC-3 recruitment agonism; P37231; AID 731; activation, % at 8 µM; biochemical PPARgamma/SRC-3 coactivator recruitment assay; actives 0.26% (n = 200,000); in the data active = activation above about 23%;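 note: 0% = DMSO and 100% = reference agonist; some compounds past the cut are filed as inactive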
TR-FRET SRC-2 ct: TR-FRET artefact, counter-screen to PPARgamma/SRC-2 agonist assay. active compounds read high. TR-FRET ratio at 8 µM. actives 0.4% (n = 200,000); in the data active = TR-FRET ratio above about 2000; note: inactives centre near 1500
TNAP act hi DEA: TNAP (human) activation, high acceptor. purified TNAP, CDP-star luminescence, 1 M DEA, 30 min; active compounds read high; 0 = EDTA background, 1 = DMSO-only activity. activation factor at 20 µM. 200,000 tested, under 10 active. AID 1136;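 active = activation factor at least 2 at 20 µM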
Target sequence (P05186 whole entry, looked up): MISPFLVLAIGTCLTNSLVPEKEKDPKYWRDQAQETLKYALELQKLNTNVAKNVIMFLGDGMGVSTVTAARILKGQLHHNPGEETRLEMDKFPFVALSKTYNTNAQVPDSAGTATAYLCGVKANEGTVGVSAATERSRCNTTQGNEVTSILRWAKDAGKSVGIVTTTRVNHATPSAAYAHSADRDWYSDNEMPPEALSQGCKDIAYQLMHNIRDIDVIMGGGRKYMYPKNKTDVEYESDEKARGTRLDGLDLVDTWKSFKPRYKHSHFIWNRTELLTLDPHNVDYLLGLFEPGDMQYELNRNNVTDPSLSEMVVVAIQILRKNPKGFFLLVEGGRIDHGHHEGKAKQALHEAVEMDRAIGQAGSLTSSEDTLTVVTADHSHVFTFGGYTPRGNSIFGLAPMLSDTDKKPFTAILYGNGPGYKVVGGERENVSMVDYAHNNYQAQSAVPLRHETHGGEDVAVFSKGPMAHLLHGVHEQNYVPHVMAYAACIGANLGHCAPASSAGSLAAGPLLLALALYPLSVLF
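Measured by: Luminescent substrate turnover signal | Test system: Human TNAP | Input: TNAP 1/800 final | Dosing: 20 µM single point | Schedule: 30 min, room temperature | Controls: EDTA wells as negative control, DMSO wells as positive control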
Active calls of the source: *; . = no result given. Outcome played no part in choosing rows; 3.7% or so of the library scored in one or more.

SMILES	PPARg SRC-1 ag	bIAP activator	bIAP inh	PPARg SRC2 recr	STAT3 blocker	ROMK primary	STAT1 blocker	STAT3 act	PPARg SRC-3 ag	TR-FRET SRC-2 ct	TNAP act hi DEA
CC(C)CC(=O)c1c[nH]c(C(=O)NCCCn2ccnc2)c1	0	1.2	-23	-8	-5	.	-1	109	1	1599	1
CC(=O)N=C(N)Sc1nc2ccccc2[nH]1	-1	1	3	4	0	-0.4	-37	102	7	1487	1
c1ccc(-c2nnc3ccc(N4CCC5(CC4)OCCO5)nn23)cc1	-6	1	-4	0	-11	-0.55	-10	110	7	1346	1
COc1cccc(OC)c1C(=O)Nc1cc(C)on1	2	1	4	7	4	.	1	100	5	1776	1
OC1(Cc2ccn[nH]2)CCCCC1	12	0.8	16	7	0	1.1	-6	102	16	1485	1.1
CN(C)C=Nc1ncc2c([nH]c3ccccc32)c1C#N	11	1	3	7	17	0.061	-23	93	1	1598	1.1
COc1ccc(NC(=S)NNC(=O)Cn2nc(C(F)F)cc2C(F)F)cc1	8	0.7	25	11	-3	.	-1	105	6	1574	1
Cc1cccc(OC(=O)c2ccc3nccnc3c2)c1	5	0.9	9	0	2	.	-9	100	3	1506	1.1
CN(Cc1ccccc1)S(=O)(=O)c1ccc(Cl)c(C(=O)NCc2ccc3c(c2)OCO3)c1	-8	1	4	-8	0	0.46	1	103	2	1481	1
O=C1Nc2ccccc2/C1=N\c1sc2c(c1C(=O)Nc1ccccc1)CCCC2	2	0.2	.	4	-5	-0.93	-6	107	1	1591	1
O=C(c1cn(-c2ccccc2)nc1-c1cccs1)N1CCN(c2ccccc2)CC1	-3	1	3	12	7	-0.34	-1	99	20	1728	1
O=C1OCC2=C1C(c1ccc(F)cc1)c1cc3c(cc1N2)OCO3 (centres undefined)	9	1	3	5	-36	2.8*	0	136*	2	1753	1
CCOc1ccc(-c2nc(-c3cccnc3)no2)cc1	3	0.8	22	-2	37	.	-44	68	0	1663	1.1
CN1CCN(C(=O)c2ccc3c(=O)n(CCc4ccccc4)c(=S)[nH]c3c2)CC1	3	.	.	4	12	.	-7	91	5	1693	.
CC1CCCC(C)N1CC(O)COCC1COc2ccccc2O1 (centres undefined)	3	1	-2	9	5	.	-8	100	-1	1696	1
Oc1ccc(/C=N/n2c3ccccc3c3ccccc32)cc1	5	0.9	6	11	0	0.25	10	100	4	1493	1
CCOc1cc(N2CCOCC2)c(OCC)cc1NC(=O)CCC1CCCC1	-4	1.1	-9	-1	34	.	1	78	-1	1561	1.1
CCC(c1nnnn1Cc1ccc(F)cc1)N1CCN(C)CC1 (centres undefined)	4	0.9	8	-2	5	0.94	-10	103	0	1569	1.1
O=C(NCc1ccc(F)cc1)c1ccc(CS(=O)(=O)Cc2ccc(F)cc2)o1	4	0.9	8	7	8	.	12	94	12	1459	1.1
COc1ccc(NS(=O)(=O)c2cccc(-c3nnc4n3CCCCC4)c2)cc1	8	1	0	-7	-5	1.4	-2	106	0	1341	1
O=c1c(Cl)c(N2CCN(S(=O)(=O)c3ccccc3)CC2)cnn1-c1ccccc1	-2	0.8	20	-4	-4	1.1	1	107	4	1495	1
Cc1ccc(S(=O)(=O)N2CCOCC2)c(C)c1-n1cnnn1	8	0.9	10	9	-3	0.32	0	104	-4	1610	1
Nc1nc(CSC(=S)N2CCOCC2)nc(Nc2ccc(F)cc2)n1	-8	0.6	40	-6	-9	.	-2	108	0	1602	1
CC1CN=C(N(C(=O)Nc2ccccc2)c2ccc(S(=O)(=O)N3CCOCC3)cc2)S1 (centres undefined)	7	1.1	-10	9	22	.	3	84	12	1579	1
O=c1oc2ccccc2n1CCc1ccccc1	0	0.8	16	-8	20	-1.6	-11	85	-2	1525	1
O=C(COC(=O)c1cn(-c2ccccc2)nc1-c1cccnc1)NC1CC1	6	1.2	-18	10	6	-0.12	2	99	2	1617	1.1
Cc1ccc(Nc2ncnc3sc(C)c(C)c23)cc1	-6	1	4	4	14	.	-1	91	-2	1404	1
CCOC(=O)N1CCN(CCC(=O)c2ccc(Cl)cc2)CC1	2	1.1	-9	1	5	0.48	6	99	13	1570	1
OCCNc1nc(N2CCN(Cc3ccccc3)CC2)nc2ccccc12	0	1.1	-7	-3	20	-2.2	-9	90	1	1409	1.1
CCc1ccc(N2CC34C=CC(O3)C(C(=O)OC(C)C)C4C2=O)cc1 (centres undefined)	-3	0.9	13	7	7	.	-3	98	1	1400	1
CC(C)Oc1cccc(C(=O)C2CCCN(Cc3cnc(N4CCCC4)s3)C2)c1 (centres undefined)	0	1	-3	11	-2	-0.91	4	107	6	1761	1.1
Cc1ccc(C(=O)Nc2cccnc2)cc1S(=O)(=O)N1CCCCC1	-1	1	-2	2	7	0.22	-3	96	-2	1493	1
O=C(CCC(=O)NNC(=O)COc1ccc(Br)cc1Br)NCc1ccccc1	3	1	-5	-5	-1	0.35	-9	103	0	1344	1.1
NS(=O)(=O)c1ccc(CNC(=O)/C=C/c2ccc(Cl)c(Cl)c2)cc1	-3	0.9	8	-3	6	.	-6	94	0	1571	1
CCOC(=O)c1ccc2c(c1)NC(=O)C(N1CCN(c3ccc(OC)cc3)CC1)S2 (centres undefined)	5	0.9	12	-2	6	.	12	95	3	1565	1
CCOC(=O)c1nn(-c2ccc(OC)cc2)c(=O)c2c(N)scc12	-1	0.8	19	-3	5	.	11	98	3	1438	1

Just bIAP activator, for 6 of the compounds above:
structure	bIAP activator
OCCNc1nc(N2CCN(Cc3ccccc3)CC2)nc2ccccc12	1.1
CCc1ccc(N2CC34C=CC(O3)C(C(=O)OC(C)C)C4C2=O)cc1 (centres undefined)	0.9
CC(C)Oc1cccc(C(=O)C2CCCN(Cc3cnc(N4CCCC4)s3)C2)c1 (centres undefined)	1
Cc1ccc(C(=O)Nc2cccnc2)cc1S(=O)(=O)N1CCCCC1	1
O=C(CCC(=O)NNC(=O)COc1ccc(Br)cc1Br)NCc1ccccc1	1
NS(=O)(=O)c1ccc(CNC(=O)/C=C/c2ccc(Cl)c(Cl)c2)cc1	0.9

Next section.
SMILES	PPARg SRC-1 ag	bIAP activator	bIAP inh	PPARg SRC2 recr	STAT3 blocker	ROMK primary	STAT1 blocker	STAT3 act	PPARg SRC-3 ag	TR-FRET SRC-2 ct	TNAP act hi DEA
CSC1=NCCN1C(=O)C12CC3CC(CC(C3)C1)C2	1	1	-1	-2	6	0.48	0	99	-3	1466	1
O=C(c1ccco1)N1CCN(C(=O)C2CCN(S(=O)(=O)c3cccs3)CC2)CC1	7	1	1	6	6	.	1	97	6	1697	1
CC(=O)N1CN(S(=O)(=O)c2ccc(C)cc2)CC1C (centres undefined)	-1	0.9	8	0	-9	-0.036	-2	105	-3	1307	1
O=C(CSc1nc2ccccc2c(=O)n1CCCO)N1CCc2ccccc21	10	0.2	.	13	13	.	-1	93	8	1536	1
CCNC(=S)N1CCN(CC(=O)Nc2ccc(Br)cc2)CC1	12	1	0	9	-14	.	3	111	8	1682	1
CCCCNC(=O)CSc1nc2n[nH]c(C)c2c(=N)n1-c1cccc(Cl)c1C	3	0.9	7	-2	15	.	1	90	1	1444	1
Cc1cccc(CSc2ncc(CO)n2C)c1	-3	1	-3	9	6	.	-11	98	16	1544	1
Cc1cc(NC(=O)Cn2c(C)nc3ccccc3c2=O)ccc1Br	2	0.9	14	-1	6	-0.033	3	98	7	1533	1
CCOc1ccc(N2CC(C(=O)Nc3ccccc3F)CC2=O)cc1 (centres undefined)	1	0.9	11	-2	-3	-1.1	8	102	-3	1640	1
C#CCSc1[nH]c(=O)cc(C)c1C#N	-2	1.1	-8	-1	0	1.2	-3	102	-1	1469	1.1
CN(C)C(=O)C[n+]1cccc(/C=N/O)c1	4	1	-3	1	-8	0.34	12	111	6	1609	1
C=C(C)Cn1c(-c2cccs2)n[nH]c1=S	12	0.9	10	13	12	-0.05	6	93	7	1504	1

Random excerpt: 3 compounds from above, in no set order.
SMILES	PPARg SRC-1 ag	bIAP activator	bIAP inh	PPARg SRC2 recr	STAT3 blocker	ROMK primary	STAT1 blocker	STAT3 act	PPARg SRC-3 ag	TR-FRET SRC-2 ct	TNAP act hi DEA
CCCCNC(=O)CSc1nc2n[nH]c(C)c2c(=N)n1-c1cccc(Cl)c1C	3	0.9	7	-2	15	.	1	90	1	1444	1
C=C(C)Cn1c(-c2cccs2)n[nH]c1=S	12	0.9	10	13	12	-0.05	6	93	7	1504	1
CN(C)C(=O)C[n+]1cccc(/C=N/O)c1	4	1	-3	1	-8	0.34	12	111	6	1609	1

(listing goes on)
SMILES	PPARg SRC-1 ag	bIAP activator	bIAP inh	PPARg SRC2 recr	STAT3 blocker	ROMK primary	STAT1 blocker	STAT3 act	PPARg SRC-3 ag	TR-FRET SRC-2 ct	TNAP act hi DEA
COc1ccc(-c2csc(NC(=O)CSc3nnc(Nc4ccccc4C)s3)n2)cc1	9	1.1	-8	3	-5	0.97	5	110	6	1846	1
CCOC(=O)c1ccc(NC(=O)CSc2nc(C)cc(=O)[nH]2)cc1	-1	0.9	6	4	1	-0.023	1	100	-3	1398	1
Cc1ccc(S(=O)(=O)N(C)Cc2nc(-c3ccncc3)no2)cc1	4	1	3	-4	2	.	4	98	-6	1523	1
CCN(CCCNC(=O)C1CCN(S(=O)(=O)c2cnc[nH]2)CC1)c1ccccc1	6	1	-3	5	3	.	-3	103	-2	1518	1
Cc1ccc(SC(CC(=O)c2ccc(C)cc2)C(=O)O)cc1 (centres undefined)	-2	0.9	8	-1	-10	0.44	-2	105	-1	1315	1
